M1 PAM: positive allosteric modulators of human M1 muscarinic receptor; P11229; actives 0.088% (n = 360,000); activation, % at 3 µM; CHO-K1 hM1, Fluo-8 calcium fluorescence, ACh EC20; 0% = ACh EC20, 100% = maximal ACh; in the data active means activation above about 19%, passing the limit was not always enough
TAAR1 antag: antagonists of human TAAR1; inhibition, % at 3 µM; actives 1.5% (n = 360,000); CHO RD-HGA16 TAAR1, Fluo-8 calcium fluorescence, antagonist; AID 624466;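 active means inhibition above a per-plate cutoff, the mean inhibition of test compounds on that plate plus 3 SD, cut at about 49% in these data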;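 further: 0% = DMSO plus EC80 beta-PEA response and 100% = DMSO alone without agonist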
Target sequence (Q96RJ0 whole entry, looked up): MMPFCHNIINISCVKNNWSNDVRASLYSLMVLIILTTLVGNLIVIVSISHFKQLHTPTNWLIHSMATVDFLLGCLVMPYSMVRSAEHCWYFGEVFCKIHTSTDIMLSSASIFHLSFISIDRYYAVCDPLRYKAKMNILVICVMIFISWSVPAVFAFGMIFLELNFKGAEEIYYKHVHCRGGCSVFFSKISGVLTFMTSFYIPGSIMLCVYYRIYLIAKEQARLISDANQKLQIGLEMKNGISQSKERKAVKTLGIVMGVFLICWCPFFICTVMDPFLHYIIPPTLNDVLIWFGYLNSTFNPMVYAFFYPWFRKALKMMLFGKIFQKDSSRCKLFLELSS
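Test system: hTAAR1-expressing CHO RD-HGA16 cells, Gα16-coupled; Probe or stimulus: EC80 β-phenethylamine stimulus; Compound dosing: single nominal final test compound concentration of 3 µM; Timing: 140 s kinetic read after compound, 140 s after agonist; Signal: Fluo-8 calcium-sensitive fluorescence; Measure: % inhibition of agonist calcium response; Controls: DMSO and EC80 PEA controls.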
CHO parental Ca: counter-screen for OX1R antagonists: effect in parental CHO cells. actives 0.63% (n = 330,000). inhibition, % at 5.6 µM. parental CHO-K1, ATP-induced calcium, Fluo-8 fluorescence;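 active means inhibition above that plate's mean sample inhibition plus 3 SD, cut at about 26% in these data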;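 further: 0% = ATP-challenged DMSO wells and 100% = DMSO wells without ATP; some compounds past the cut are filed as inactive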
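Assay system: untransfected parental CHO cell line. Also added: ATP agonist challenge. Dosing: one dose, 5.6 µM nominal. Measured by: Fluo-8 fluorescence. Read-out: % inhibition. Benchmarks: ATP wells versus no-ATP DMSO wells. Repeats: no replicates.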
OXTR potentiate: potentiators of human oxytocin receptor. P30559. CHO-OTR cells, Fluo-8 calcium fluorescence, potentiator mode; 0% = oxytocin EC15, 100% = EC100. activation, % at 3 µM. actives 0.061% (n = 320,000). AID 2445;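 active means activation above that plate's cutoff, the mean activation of tested compounds plus 3 SD, cut at about 6.6% in these data, passing the limit was not always enough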;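 further: 100% uses oxytocin at 75 nM as the full agonist control; some results filed as inactive read as strong as hits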
Target sequence (P30559 whole entry, looked up): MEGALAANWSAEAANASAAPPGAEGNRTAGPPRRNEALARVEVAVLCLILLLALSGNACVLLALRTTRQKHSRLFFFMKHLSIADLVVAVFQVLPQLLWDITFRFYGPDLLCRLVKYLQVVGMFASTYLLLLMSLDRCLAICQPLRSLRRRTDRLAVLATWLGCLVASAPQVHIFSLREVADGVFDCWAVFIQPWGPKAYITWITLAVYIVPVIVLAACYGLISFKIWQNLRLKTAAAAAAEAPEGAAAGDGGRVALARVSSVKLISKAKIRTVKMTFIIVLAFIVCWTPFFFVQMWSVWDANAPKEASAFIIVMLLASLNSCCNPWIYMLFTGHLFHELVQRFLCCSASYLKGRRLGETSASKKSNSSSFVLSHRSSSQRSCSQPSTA
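Material: CHO-OTR cells, human receptor; compound dosing: single dose, 3.0 µM nominal final compound concentration; schedule: 6 min compound pre-incubation at room temperature, 100 s kinetic read; measured by: kinetic Fluo-8 calcium fluorescence; read-out basis: % activation vs EC15 and EC100 oxytocin; controls: EC15 oxytocin alone as 0%, 75 nM oxytocin as 100%; replicates: singlicate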
V1R ag counter: activates human V1a receptor in oxytocin agonist counter-screen. AID 2797. activation, % at 3 µM. CHO-V1R cells, Fluo-8 calcium fluorescence, agonist mode; 0% DMSO, 100% 3 nM vasopressin. P37288. actives 0.25% (n = 320,000);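 active means activation above the mean activation of all tested compounds plus 3 SD, per screening run, cut at about 20% in these data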;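 further: signal is peak over basal fluorescence ratio across a 100 second FLIPR read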
TAAR1 ag: human TAAR1 agonism; CHO RD-HGA16 TAAR1, Fluo-8 calcium fluorescence; vehicle wells 0%, saturating PEA agonist 100%; activation, % at 3 µM; actives 0.99% (n = 360,000);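 active means activation above the mean activation of all test compounds in the run plus 3 SD, cut at about 38% in these data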
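Signal – calcium-sensitive Fluo-8 signal, excitation 470-495, emission 515-575 nm · System – RD-HGA16 (CHO) cells co-expressing Gα16 and hTAAR1 · Incubation – 17-24 h seeding, 75 min 37 °C dye, 30 min RT · Compound dosing – 3 µM single concentration · Repeats – no replicates (n 1)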
M1 antag: blocks human M1 muscarinic receptor; actives 1.3% (n = 360,000); inhibition, % at 3 µM; CHO-K1 hM1, Fluo-8 calcium fluorescence, ACh EC80 antagonist; P11229;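 active means percent inhibition above its own plate's cutoff, namely the mean of that plate's compound wells plus 3 SD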;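 further: peak over basal fluorescence ratio during 140 s after agonist addition; 0% = ACh EC80 plus DMSO and 100% = DMSO alone without agonist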
OXTR agonist: activates the human oxytocin receptor; P30559; CHO-OTR cells, Fluo-8 calcium fluorescence; normalized: DMSO 0%, oxytocin 100%; activation, % at 3 µM; actives 0.32% (n = 320,000);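 active means activation above the mean of all tested compounds plus 3 SD, cutoff set per screening run, cut at about 20% in these data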;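 further: peak over basal fluorescence ratio from a 100 s FLIPR kinetic read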
CHRM1 agonist: human M1 muscarinic receptor agonism; activation, % at 3 µM; actives 0.33% (n = 360,000); CHO-K1 hM1, Fluo-8 calcium fluorescence, agonist mode; 0% DMSO, 100% acetylcholine EC100;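 active means activation above the run's mean compound activation plus 3 SD, cut at about 16% in these data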;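 further: peak over basal fluorescence ratio within a 140 s kinetic read after compound addition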
An asterisk follows results filed as active; . = not tested or not shown. Outcome played no part in choosing rows; 3.7% or so of the library scored in one or more.

SMILES,M1 PAM,TAAR1 antag,CHO parental Ca,OXTR potentiate,V1R ag counter,TAAR1 ag,M1 antag,OXTR agonist,CHRM1 agonist
O=C(CCn1c(=O)c2sccc2n(CC(=O)OCc2ccccc2)c1=O)NCc1ccco1,-7,29,-17,-12,1.2,17,17,1.8,-6
COc1cc(C=Nc2cccc(C)c2)c(O)c([N+](=O)[O-])c1,2,-29,2,-3,-0.2,2,-4,0.1,-3
O=C(CN1C(=O)/C(=C/c2ccco2)SC1=S)NC1CCS(=O)(=O)C1 (stereo not drawn),5,1,-7,-14,1.0,0,-9,-0.9,-2
COc1ccc(N2C(=O)CCC(C(=O)NCc3cccnc3)C2c2ccc(OC)c(OC)c2)cc1 (stereo not drawn),2,3,-8,-7,0.3,7,8,-0.8,0
O=C(NC1CCCCC1)C1COc2ccccc2O1 (stereo not drawn),-26,-7,-9,3,-0.1,-1,46*,-1.1,-7
CN1CCN(C2CN(Cc3ccc(F)cc3)S(=O)(=O)C2)CC1 (stereo not drawn),5,-2,.,.,.,4,-4,.,-7
CCN(CC)c1ccc2cc(S(=O)(=O)c3ccc(C)cc3)c(=O)oc2c1,10,1,-13,-7,0.5,2,-7,-1.4,-11
COc1ccc(NC(=O)CN(c2ccccc2OC)S(=O)(=O)c2cccs2)cc1Cl,-3,0,-15,-7,1.6,1,-4,1.7,-1
CN(C)CCCN(C(=O)c1ccc(S(=O)(=O)N(C)Cc2ccccc2)cc1)c1nc2c(F)cccc2s1,1,18,-22,-1,0.3,14,-2,2.0,-3
Cc1ccccc1-n1c(C)cc(/C=N/Nc2ccc([N+](=O)[O-])cn2)c1C,1,29,-7,-4,2.3,4,1,1.1,-2
COc1ccc(C2CC(c3ccccc3)=NN2C(=O)COC(=O)C2(C)CC2(Cl)Cl)cc1 (stereo not drawn),2,-7,-17,-11,0.8,1,0,0.2,-8
Cc1cc2oc(=O)cc(CN3CCN(Cc4ccccc4)CC3)c2cc1C,8,-20,.,.,.,8,-5,.,-7

Next part.
SMILES,M1 PAM,TAAR1 antag,CHO parental Ca,OXTR potentiate,V1R ag counter,TAAR1 ag,M1 antag,OXTR agonist,CHRM1 agonist
CCn1c(Cc2ccc(OC)cc2)nnc1SCC(=O)N1CCN(c2ccccc2)CC1,11,10,-16,-6,0.2,1,-10,-0.8,-3
COC(=O)[C@@]1(Cc2ccc(F)cc2)[C@H]2c3cc(C(=O)N(C)C)n(Cc4c(CO)[nH]cc(C)c4=O)c3C[C@H]2CN1C(=O)c1ccccc1,.,12,-12,-17,2.9,7,.,-0.5,.
Cc1cccc(OCC(=O)NCC(=O)N/N=C/c2c(C)[nH]c3ccccc23)c1,1,52*,0,-5,3.9,8,-4,0.1,-1
CN(CC(=O)Nc1ccccc1Br)C(=O)CNC(=O)Cc1cccc2ccccc12,9,-6,-13,-8,-0.2,-1,-6,-0.2,-5
Cc1nnc(SCC(=O)N2CCc3ccccc32)s1,5,2,-12,3,-0.9,4,-6,0.0,-11
Cc1cc2ccccn2c1C(=O)c1ccncc1,7,-14,3,0,0.7,2,-12,0.0,-10
CC(C)(C)OC(=O)[C@H](Cc1ccccc1)NC(=O)c1nc[nH]c1C(=O)N1CCNCC1,11,6,-17,1,0.9,10,-8,1.4,-10
C[C@@H]1CN([C@@H](C)CO)C(=O)CCCn2nncc2CO[C@H]1CN(C)C(=O)Nc1ccc2c(c1)OCO2,0,-14,.,.,.,1,-5,.,-2
Cc1nn(C)c(NC(=O)c2ccc(Cl)cc2Cl)c1Br,0,-11,-19,-11,4.3,2,1,0.7,-9
CC(=O)Nc1ccc2sc(C)nc2c1,7,-7,-4,2,1.3,3,-3,-0.1,-1
O=C(CCCOc1ccccc1)N1CCN(S(=O)(=O)c2cccs2)CC1,-4,17,-19,-13,2.5,15,4,1.3,2
N/C(=N\OC(=O)c1ccc2ccccc2c1)c1cccc([N+](=O)[O-])c1,-4,7,-4,-6,-0.7,1,3,-1.0,-7

(listing goes on)
SMILES,M1 PAM,TAAR1 antag,CHO parental Ca,OXTR potentiate,V1R ag counter,TAAR1 ag,M1 antag,OXTR agonist,CHRM1 agonist
CCCN1CC23C=CC(O2)C(C(=O)O)C3C1=O (stereo not drawn),9,2,-3,-3,0.3,-1,-14,1.3,-3
Cc1c(Cl)cccc1NC(=O)CC(C(=O)O)C1CCCO1 (stereo not drawn),9,-3,-8,-12,-0.7,18,-3,0.1,-6
NC(N)=N/N=C/c1ccc(OCc2ccccc2)c(OCc2ccccc2)c1,11,38,5,-3,1.6,16,-4,2.1,-8
NS(=O)(=O)c1cc2c(cc1Cl)NC(C1CC3C=CC1C3)NS2(=O)=O (stereo not drawn),14,1,2,1,0.5,0,-33,0.9,-1
CS(=O)(=O)c1ccc2nc(NC(=O)C3CC(=O)N(c4ccccc4)C3)sc2c1 (stereo not drawn),5,12,1,-8,0.4,0,-12,0.3,-7
Cc1nn(-c2ccccc2)c(Cl)c1C(=O)NCC(=O)O,8,10,-6,-3,-0.1,-1,-7,0.6,-2
O=C(Nc1cnn(C23CC4CC(CC(C4)C2)C3)c1)c1cc(-c2ccccc2)on1,1,-9,-6,-13,-0.2,-4,-1,-1.1,-6
CCOC(=O)C(=CNc1ccc(C#N)cc1)C(=O)OCC,10,2,-20,-5,-0.9,0,-16,-2.0,2
Cc1ccc(CNC(=O)Cn2c(=O)n(CC(=O)N3CCCCC3)c(=O)c3sccc32)cc1,9,-9,-15,6,2.2,0,-16,-0.7,-1
CCCCc1nnc(NC(=O)c2oc3ccccc3c2C)s1,6,-41,-10,-4,-0.4,-2,-5,-1.5,-1
NS(=O)(=O)c1ccc(NC(=S)NCC2CCCO2)cc1 (stereo not drawn),-1,6,-6,-6,-0.5,0,12,0.2,-6
CC(=O)Nc1cccc(NC(=O)CSc2nnc3ccc(-c4ccccn4)nn23)c1,4,-9,-4,-1,1.0,3,-11,1.6,-4

Other results.
SMILES,M1 PAM,TAAR1 antag,CHO parental Ca,OXTR potentiate,V1R ag counter,TAAR1 ag,M1 antag,OXTR agonist,CHRM1 agonist
O=C(CN1CCc2ccccc2C1)Nc1cc(S(=O)(=O)N2CCOCC2)ccc1N1CCOCC1,-4,-6,-12,3,1.1,7,-2,1.3,-6
Cc1cccc(N2CCN(C(=O)c3cc(S(=O)(=O)N4CCOCC4)cn3C)CC2C)c1 (stereo not drawn),3,-25,-13,-5,5.2,2,0,2.1,0
Cc1ccccc1CC1(CO)CCCN(Cc2nc(-c3cccs3)oc2C)C1 (stereo not drawn),5,-21,-18,-1,2.5,4,-3,1.1,-10
CC(=O)Nc1cccc(-c2cc(NC=O)c3ncc(-c4ccc(C(C)=O)cc4)n3c2)c1,-3,43,.,.,.,12,-4,.,-4
Cc1cccc(NC(=O)c2nc[nH]c2C(=O)N[C@@H](Cc2ccccc2)C(=O)OCc2ccccc2)c1,5,7,17,-10,0.6,3,-11,0.4,-2
Cc1ccc2c(c1)COc1c3ccc(C(=O)N[C@@H](C)CO)cc3nn1-2,9,5,-13,-4,-0.8,9,-6,-1.4,-6
COc1cccc(N2CCN(C(=O)c3ccc(CS(=O)c4ccc(C)cc4)o3)CC2)c1 (stereo not drawn),2,22,-30,-11,1.2,5,-5,3.2,-1
Cc1cccc(CC(=O)c2c[nH]c3ccccc23)c1,3,8,-3,-6,-0.6,-1,-5,-1.2,-3
O=C(CSc1nc2ccc(Cl)cc2[nH]1)N1CCN(C(=O)c2ccco2)CC1,-4,-18,-21,-7,-1.4,5,0,-2.0,0
Cc1ccc(Cl)cc1NC(=O)CSc1sc2c(O)cc(=O)[nH]c2c1C#N,10,-9,-5,-5,-0.6,0,-12,0.2,-2
CC(OC(=O)c1cnc(Cl)c(Cl)c1)C(=O)NCc1ccccc1 (stereo not drawn),7,14,-13,-9,4.8,3,-8,4.0,0
CN1CCN(C(=O)C2=C[C@H](c3ccc(Br)cc3)C[C@H](OCCCCO)O2)CC1,5,12,-14,-11,2.2,0,-1,0.6,-6

Next part:
SMILES,M1 PAM,TAAR1 antag,CHO parental Ca,OXTR potentiate,V1R ag counter,TAAR1 ag,M1 antag,OXTR agonist,CHRM1 agonist
COc1cc([N+](=O)[O-])cc2sc(NC(=O)C(C)(C)C)nc12,0,0,-9,4,-0.6,-1,4,-2.4,-4
Cc1cc(NC(=O)CCC2COc3ccccc3O2)no1 (stereo not drawn),-2,-5,-16,-6,0.6,7,-10,-0.5,-4
COc1ccc(C(C)=O)cc1COC(=O)c1cccc(N(C)C)c1,0,11,-11,-2,-0.2,4,-27,-0.1,-3
COC(=O)C1=COC(C)C2CN3CCc4c([nH]c5ccccc45)C3CC12 (stereo not drawn),-5,-10,-13,-4,0.9,5,-4,1.7,-7
CCOC(=O)C1=C(C)N=C2SCCC(=O)N2[C@@H]1/C=C/c1ccccc1,-3,-7,-8,0,-1.6,1,-6,-2.2,-5

Two compounds from above, showing only M1 antag, TAAR1 antag and OXTR agonist:
| SMILES | M1 antag | TAAR1 antag | OXTR agonist |
| --- | --- | --- | --- |
| COc1ccc(C2CC(c3ccccc3)=NN2C(=O)COC(=O)C2(C)CC2(Cl)Cl)cc1 (stereo not drawn) | 0 | -7 | 0.2 |
| O=C(NC1CCCCC1)C1COc2ccccc2O1 (stereo not drawn) | 46* | -7 | -1.1 |

Bioassay records (PubChem BioAssay)
